Bioassay records as filed in PubChem.
MBNL1-CUG inh = inhibitors of human MBNL1 binding to CUG repeat RNA; hit rate 0.036% among 280,000; Potency, µM (doses to about 57.5 µM), inactives show at the highest dose activity change, negative = inhibition, hits mostly inhibitors; TR-FRET MBNL1-His/biotin-(CUG)12 binding, 665/545 ratio; Q9NR56; active = well fitted inhibition curve with a large enough effect in the signal ratio, with a control signal flat, not every such curve was filed as active; inconclusive = small, poorly fitted or top-dose-only effect, or effect the other way, or a change in a side signal; inactive = no such curve, though single readings can be large or run the other way; the % refers to the signal ratio; also: potency is read from the fitted curve at half-maximal effect; % is scaled to controls: 0 for no effect and ±100 for the full control effect
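Compound titration spanned 92 nM–58 uM against the MBNL1-His/biotin-(CUG)12 complex. After 60 min at room temperature with 5 nM streptavidin-XL665 and 0.055 ng/ul terbium anti-His, ratiometric 665/545 nm emission (Ex 340 nm) normalized to controls.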
Mito fusion act = inhibitors of mitochondrial division or activators of mitochondrial fusion; S. cerevisiae fusion-defective mutant growth rescue, CellTiterGlo 48 h; Potency, µM (highest dose often 46.1 µM), inactives show at the top dose growth rescue (activation), most hits filed as activators; hit rate 0.23% among 320,000; AID 485298;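 also: potency is read from the fitted curve at half-maximal effect; % of control where 0% means no effect; nearly all actives have a fitted effect of over 45% in size; temperature-sensitive fusion mutants such as fzo1-1 at 37 °C on non-fermentable ethanol glycerol medium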
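Growth-rescue viability read-out: after 48 h at the non-permissive 37C in glycerol/ethanol YPEG, yeast mitochondrial fusion mutants are measured by CellTiterGlo luminescence; compounds (23 nl pinned per well) restoring growth score as division inhibitors or fusion activators.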
Menin-MLL TR inh = displaces Texas Red mutant MLL peptide from human menin; O00255; Menin + Texas Red MLL mutant peptide, fluorescence polarization; Potency, µM (doses to about 61.6 µM), for inactives: top-dose FP activity change, negative = inhibition, usual class: inhibitors; hit rate 0.23% among 270,000; AID 1768; active = well fitted inhibition curve with a large enough effect in the polarisation, with a control signal flat, not every such curve was filed as active; inconclusive = small, poorly fitted or top-dose-only effect, or effect the other way, or a change in a side signal; inactive = no such curve, though single readings can be large or run the other way; the % refers to the polarisation; also: potency is read from the fitted curve at half-maximal effect; % of control where 0% means no effect; many of its hits are not listed in these tables
TCR act = activators of T cell receptors; primary human leukocytes, anti-CD3, IL-2 HTRF, 48 h; Potency, µM (titrated, usually from 9.22 µM), inactives show top-dose activation of IL-2 secretion, hits mostly activators; 330,000 tested, under 10 active; AID 504894; also: % of control where 0% means no effect
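Compounds are tested in HTS on primary human leukocytes co-incubated with a-CD3 beads for 48 hr. IL-2 output is measured by time-resolved FRET.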
TSG101-PTAP inh = blocks PTAP/TSG101 interaction to inhibit HIV-1 budding; Q99816; Fluorescence polarization, FITC-PTAP peptide / Tsg101 binding; Potency, µM (doses to about 115 µM), inactives show top-dose activity change, negative = inhibition, most hits filed as inhibitors; 340,000 tested, under 10 active; AID 493005; active = well fitted inhibition curve with a large enough effect in the main read-out, with a control signal flat, not every such curve was filed as active; inconclusive = small, poorly fitted or top-dose-only effect, or effect the other way, or a change in a side signal; inactive = no such curve, though single readings can be large or run the other way; also: potency is read from the fitted curve at half-maximal effect; % of control where 0% means no effect
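Tsg101 binding domain (10 uM final) was mixed with compound and a FITC-labeled PTAP peptide (50 nM final) in HEPES pH 7.5 buffer with NaCl, Tween 20, EDTA and TCEP; fluorescence polarization was read after 20 min at r.t.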
MLL CXXC-DNA inh = blocks binding of human MLL CXXC domain to DNA. Q03164. MLL-CXXC / FITC-HOXA9 DNA fluorescence polarization. Potency, µM (titrated, usually from 115 µM), inactives show at the highest dose activity change, negative = inhibition, hits mostly inhibitors. hit rate 0.037% among 290,000. AID 2662; active = well fitted inhibition curve with a large enough effect in the polarisation, with a control signal flat, not every such curve was filed as active; inconclusive = small, poorly fitted or top-dose-only effect, or effect the other way, or a change in a side signal; inactive = no such curve, though single readings can be large or run the other way; the % refers to the polarisation; also: potency is read from the fitted curve at half-maximal effect
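Steps: dispense CXXC domain solution (7 uM) → pin compounds or unlabeled HOX-A9 DNA control → 5 min ambient → add FLSN-HOX-A9 solution (50 nM) → spin → 30 min ambient → fluorescence polarization. Tris pH 7.5/NaCl/DTT/BSA buffer.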
TSHR antag = blocks TSH signaling through the human TSH receptor | activity change, negative = inhibition, % at 11.5 µM | P16473 | hit rate 0.2% among 330,000 | AID 504810 | TSHR-expressing cells, TSH-stimulated cAMP HTRF, 2 h; active compounds read low;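 active = activity change below a set negative limit, meaning inhibition stronger than a set level, cut at about -70% in these data; inconclusive = activity change between two set negative limits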; also: % is scaled to controls: 0 for no effect and ±100 for the full control effect
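Antagonism was scored as loss of TSH-driven cAMP in TSHR cells, stimulated with 4nM TSH (EC80) for 2 hours at 37 deg C and detected by homogeneous HTRF competition immunoassay.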
a7 integrin act = activators of alpha7 integrin expression for muscular dystrophy; alpha7betagal myoblasts, beta-gal FDG fluorescence, 48 h; hit rate 0.064% among 350,000; Potency, µM (top dose mostly 38.3 µM), for inactives: top-dose activation, hits mostly activators;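 also: potency is read from the fitted curve at half-maximal effect; 100% = response of the positive control SU9516; nearly all actives have a fitted effect of over 60% in size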
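Alpha7betagal+/- myoblasts (passage 13) were plated 16-24 hr, then exposed to compounds (1:260 dilution of DMSO stock) for 48 hours at 37C. After MPER lysis, β-galactosidase reporter activity was read as FDG fluorescence (ex 480/em 540) after 30 minutes.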
A-T KAP1 phos = candidate therapy for ataxia-telangiectasia | hit rate 0.19% among 320,000 | […] A-T fibroblasts, KAP-1 phosphorylation AlphaLISA; neocarzinostatin DNA damage 30 min before lysis | Potency, µM (titrated, usually from 57.5 µM), inactives show at the highest dose activation, hits mostly activators; also: potency is read from the fitted curve at half-maximal effect; % of control where 0% means no effect; nearly all actives have a fitted effect of over 45% in size
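ATM-like activity read as KAP-1 phosphorylation via AlphaLISA donor/acceptor antibody pairs after lysis and 6 hr at 25C. Cells were ATM-null patient fibroblasts ([…], hTERT), dosed 60 min, then exposed to the DSB inducer NCS for 30 min.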
ASM inhibitor = human S-ASM enzyme inhibition | AID 504937 | P17405 | Potency, µM (doses to about 57.5 µM), for inactives: top-dose activity change, negative = inhibition, usual class: inhibitors | hit rate 0.006% among 340,000 | placental ASM, HMU-PC fluorogenic substrate, 60 min; also: potency is read from the fitted curve at half-maximal effect
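Fluorescence read-out (Ex 386 nm, Em 447 nm) after stopping the reaction at pH 10. Enzyme: ASM from human placenta; substrate HMU-PC0, 9 uM final; 60 min, 37 °C. Compound preincubation 10 min, ambient temperature.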
Active calls of the source: *; ? = inconclusive; . = not tested or not shown; [ ] = another dose, or the depositor's remark. Unless noted, calls follow the shape of the dose curve; as a rule, active = well fitted curve in the direction sought with a large enough effect; inconclusive = small, poorly fitted or top-dose-only effect, or another doubt; inactive = no such curve, though single readings can be large; an effect the other way counts as inactive or inconclusive. A portion of the library (hit frequency here may not be typical).

entry	smiles	MBNL1-CUG inh	Mito fusion act	Menin-MLL TR inh	TCR act	TSG101-PTAP inh	MLL CXXC-DNA inh	TSHR antag	a7 integrin act	A-T KAP1 phos	ASM inhibitor
1	CCN(CC)CCCN(Cc1cc2cc3c(cc2[nH]c1=O)OCO3)C(=S)NC	1%	2%	5%	-2%	1%	1%	5	36%	6%	17%
2	Cc1cccc(N2CCN(C(=O)NCc3ccc(F)cc3)CC2)c1C	-1%	-8%	3%	2%	-3%	-1%	17	0%	4%	-3%
3	COC(=O)c1ccc(NC(=O)c2ccc3nsnc3c2)cc1	?	0%	3%	1%	-1%	6%	0	-16%	-6%	-24%
4	CNC(=S)N1C2CCCC1CC(NC(=O)c1ccc(F)cc1)C2 (stereo not drawn)	-3%	3%	14%	-2%	-2%	1%	-7	0%	1%	1%
5	COC(=O)C1=C(Nc2ccc(OC)cc2)C=C(C)C(C(=O)OC)C1c1ccc(C)cc1 (stereo not drawn)	13%	3%	-12%	4%	-5%	-1%	-21	-15%	.	-12%
6	COc1ccc(-n2c(N3CCN(C)CC3)nc3sc4c(c3c2=O)CCCCC4)cc1	-6%	-3%	-7%	-35%	-1%	-5%	-16	1%	7%	3%
7	CCOC(=O)C(NC(C)=O)(Nc1ccc(S(=O)(=O)Nc2cc(C)nc(C)n2)cc1)C(F)(F)F (stereo not drawn)	-9%	-4%	-2%	1%	-6%	8%	-3	4%	-10%	0%
8	CC(C)(C)OC(=O)N1CCC(C(=O)Nc2cccc(C(=O)NCc3ccccc3)c2)CC1	.	.	.	9%	-8%	.	.	4%	.	-1%
9	CC(=O)Nc1ccc(S(=O)(=O)NNC(=O)c2ccc([N+](=O)[O-])cc2)cc1	?	0%	-18%	-1%	3%	13%	2	?	-2%	2%
10	Cc1nc(-c2ccccc2)cn2c1nc1ccccc12	19%	7%	8%	2%[46.1 µM]	-2%	0%	-18	-20%	20%	402%[activator]
11	CS(=O)(=O)NCCNc1ccc(Cl)cc1[N+](=O)[O-]	?	3%	4%	-6%	-4%	-2%	25	1%	-1%	-6%
12	O=C1c2c(O)cc(O)cc2O[C@H](c2ccc(O)c(O)c2)[C@@H]1O	2%	-4%	7%	.	.	14%	6	.	.	.
13	CCNC(=S)NNc1nncc2ccccc12	11%	6%	7%	3%	3%	-9%	-8	2%	-1%	-1%
14	CC(C)CC1c2[nH]c3ccccc3c2CCN1C(=O)c1cnccn1 (stereo not drawn)	15%	4%	-9%	4%	-3%	-2%	0	11%	4%	0%
15	O=C(Cc1ccc(F)cc1)Nc1ccccc1N1CCCC1	1%	5%	.	5%	0%	18%	-16	12%	16%	0%
16	COCCNC(=O)C(c1cccs1)N(Cc1cccs1)C(=O)Cn1nnc2ccccc21 (stereo not drawn)	0%	15%	3%	0%[46.1 µM]	2%	4%	8	-10%	-2%	3%
17	Cc1cc2nccc(-c3ccccn3)n2n1	16%	1%	3%	5%	0%	6%	-3	-4%	0%	5%
18	Cc1c(C(=O)N2CCCCC2)c(S(=O)(=O)N2CCC(C)CC2)c(C)n1C	1%	6%	-9%	9%	0%	-4%	-13	3%	1%	2%
19	COc1ccc(C(CCN2CCCCC2)c2c(O)cc(OC)cc2OC)cc1 (stereo not drawn)	-9%	-35%[inhibitor]	-26%	0%	.	3%	0	-13%	-11%	6%
20	CCN(CC)S(=O)(=O)c1ccc(Cl)c(NC(=O)COC(=O)c2c(C)noc2C)c1	0%	-2%	-3%	2%[46.1 µM]	0%	6%	9	0%	11%	3%
21	Cc1ccc(-c2nc(NCc3ccc(F)cc3)n(S(C)(=O)=O)n2)cc1	-5%	-5%	-4%	2%	-1%	1%	22	24%	7%	-12%
22	CC(=O)Nc1ccc(C(=O)OCC(=O)/C(C#N)=C(\C)N)cc1	1%	15%	-26%	2%	-4%	12%	11	3%	2%	0%
23	COc1cc(CCN2C(=O)c3cccc4cccc(c34)C2=O)c(S(=O)(=O)N2CCC(C)CC2)cc1OC	-2%	14%	24%	1%[46.1 µM]	-1%	7%	-10	17%	2%	-6%
24	COc1ccc(OC)c(NC(=O)CCCNC(=O)Cn2cnc3sc(C)c(C)c3c2=O)c1	-7%	5%	0%	1%	-2%	5%	17	5%	-1%	-2%
25	O=C(N/N=C/c1ccccn1)c1cc(-c2ccccc2Cl)n[nH]1	32%[activator]	14%	-1%	7%	-3%	17%	-11	0%	-2%	-5%
26	O=C(NCC1CCCO1)c1onc(CSc2ccc(F)cc2)c1C(=O)O (stereo not drawn)	-2%	0%	10%	-4%	0%	-7%	0	2%	-8%	5%
27	O=C(CCc1nnc2ccc(NCc3ccco3)nn12)Nc1cccc(F)c1	-8%	1%	.	-10%	-15%	?	8	?	-1%	0%
28	O=C(c1ccco1)N1CCN(C(=O)N2CCCC2)CC1	?	2%	-7%	-1%	-1%	-5%	59	10%	8%	-1%
29	Cc1nnc(SCC(=O)Nc2cc(C(N)=O)cc(C(N)=O)c2)n1-c1ccccc1	-3%	2%	-21%	-1%	-5%	13%	0	-23%	-1%	-1%
30	O=C(CCCn1cncn1)N1CCCC(N2CCN(c3ccccc3F)CC2)C1 (stereo not drawn)	-3%	1%	.	-2%	0%	18%	1	21%	7%	6%
31	S=C(Nc1ccc(Cl)c(Cl)c1)N1CCN(c2ccccn2)CC1	1%	-6%	20%	10%	3%	22%	-4	13%	-9%	-3%
32	COc1cc(NCc2ccccc2O)c2ncccc2c1	?	4%	?	6%	-6%	?	19	8%	4%	1%
33	N#CCCN(Cc1ccccc1)C(=O)Nc1ccc2c(c1)CCO2	-3%	1%	.	-3%	-1%	-5%	6	-46%[inhibitor]	?	4%
34	Cc1ccc(C2CC(c3ccc(Cl)cc3)=NNC2=O)cc1 (stereo not drawn)	1%	15%	?	-4%	-4%	3%	-11	-7%	5%	-13%
35	CCCOc1ccc(N2C(=O)CC(N(Cc3ccccc3)N=O)C2=O)cc1 (stereo not drawn)	-17%	-3%	.	4%	-5%	8%	3	-10%	-1%	-2%
36	c1ccc2c(c1)nc1n2CCS1	-2%	-4%	-28%	-1%	-5%	3%	-3	17%	1%	-2%
37	S=C(Nc1cccc(Cl)c1)N(CCCN1CCCC1)Cc1cccn1Cc1ccc(Cl)cc1	3%	0%	-12%	-4%	-2%	2%	1	-73%[inhibitor]	5%	-8%
38	NC(=O)Cn1nnc(-c2ccccc2NC(=O)c2cnccn2)n1	2%	3%	5%	-21%	-5%	19%	-5	10%	-4%	0%
39	CCOc1ccc(-c2cc(N3C(=O)Nc4ccccc4N3O)on2)cc1	0%	-5%	.	3%	-6%	-18%	3	-33%	3%	2%
40	Cn1c(N)c(C(c2ccccc2)c2c(N)n(C)c(=O)n(C)c2=O)c(=O)n(C)c1=O	-15%	-3%	-2%	-1%[46.1 µM]	-7%	10%	-6	6%	10%	3%
41	Cc1ccc(S(=O)(=O)N2[C@@H](c3ccc(C#N)cc3)C(C(=O)O)=C[C@H]2CC2CCCC2)cc1	.	.	.	3%	-11%	.	-8	20%	32%	13%
42	CCN1CCN(C(=O)c2cc3cc(F)ccc3[nH]2)CC1	4%	2%	2%	-4%	-1%	5%	-6	6%	-6%	14%
43	COc1ccccc1N1CCN(C(=S)Nc2ccc3nc(N4CCOCC4)cc(C)c3c2)CC1	-4%	1%	9%	-8%	-1%	-5%	21	25%	-5%	115%[activator]
44	Cc1ccnc(SCc2nc3ccccc3s2)n1	-4%	5%	-9%	-6%	-4%	8%	-5	15%	-1%	0%
45	NCCSc1c(-c2ccc(F)cc2)[nH]c2ccccc12	3%	-7%	.	1%	-3%	-5%	3	-12%	12%	-4%
46	COCCNc1c2c(nc3c(-c4ccccc4)c(C)nn13)CCC2	1%	12%	.	-5%	-7%	0%	-12	13%	-2%	3%
47	Cc1cccc(C)c1N1C(=O)CN(Cc2ccccc2)C1=S	12%	?	34%[activator]	-3%	-3%	-1%	-11	-10%	-12%	0%
